beta cell repl: MIN6 beta-cell proliferation induction; MIN6 cells proliferation, ATPlite luminescence, 48 h; cells starved in 0.2% serum; 100% = growth in 10% serum; proliferation, % at 10 µM; 330,000 compounds, 0.29% hits; AID 2380;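 active means compounds whose signal lies at least 3.5 SD above the mean of all wells on their plate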;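 further: 0% = DMSO-treated cells in low-serum medium and 100% = 10% serum control; some compounds called inactive have numbers as strong as hits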
SENP8 block-1: blocks the human protease SENP8 | Q96LD8 | purified SENP8, Z-RLRGG-aminoluciferin cleavage, luminescence | inhibition, % at 10 µM | 330,000 compounds, 1.2% hits | AID 2540; in the data active means inhibition above about 50%
Target sequence (Q96LD8 whole entry, looked up): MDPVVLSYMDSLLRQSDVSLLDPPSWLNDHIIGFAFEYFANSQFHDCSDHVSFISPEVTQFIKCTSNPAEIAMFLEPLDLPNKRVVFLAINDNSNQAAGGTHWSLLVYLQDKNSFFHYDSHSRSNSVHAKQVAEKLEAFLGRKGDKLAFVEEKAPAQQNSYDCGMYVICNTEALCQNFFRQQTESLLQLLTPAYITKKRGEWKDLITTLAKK
SENP1 inh: blocks the human SENP1 SUMO protease catalytic domain; recombinant SENP1 catalytic domain, CyPet-SUMO1-YPet FRET cleavage; inhibition, % at 10 µM; 360,000 compounds, 0.21% hits; AID 624204;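 active means inhibition at least 30% at 10 µM, raw YFP signal under a set limit, fluorescence ratio 0.5 to 1.5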;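 further: 0% = enzyme with DMSO and 100% = no enzyme wells; some results filed as inactive read as strong as hits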
Target sequence (Q9P0U3 419-644 limits assumed): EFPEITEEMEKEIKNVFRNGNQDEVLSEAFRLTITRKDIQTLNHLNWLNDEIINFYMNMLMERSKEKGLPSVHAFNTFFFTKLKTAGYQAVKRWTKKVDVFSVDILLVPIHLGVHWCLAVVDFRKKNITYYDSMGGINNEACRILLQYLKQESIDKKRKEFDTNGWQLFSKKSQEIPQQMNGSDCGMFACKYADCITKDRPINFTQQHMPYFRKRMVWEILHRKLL
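System: Recombinant human SENP1 catalytic domain, His6-tagged | Incubation: Enzyme reaction for 50 min at room temperature, dark | Medium: Tris pH 8 with BME, BSA, NP40 and catalase | Also added: 25 nM SUMO1 FRET substrate | Compound: 10 µM single point, 0.5% DMSO | Measured by: FRET fluorescence in CFP and YFP emission channels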
HKDC1 inh: inhibitors of human hexokinase HKDC1 | recombinant HKDC1, G6PDH/diaphorase resazurin coupled fluorescence | inhibition, % at 20 µM | 340,000 compounds, 0.16% hits | AID 493160;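 active means inhibition above about 35% when tested at 20 µM, limit read from the data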;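 further: plate controls were DMSO wells with enzyme for no effect and DMSO wells lacking enzyme for full effect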
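Test system: recombinant HKDC1 (HK5) hexokinase enzyme, produced in-house; Amount: enzyme 5 µg/mL final; Buffer or medium: Tris pH 8.0 buffer with MgCl2, Tween-20, BSA, BME; Reagent: glucose and ATP substrates; Doses: 20 µM test compound, 1% DMSO; Incubation: 90 min reaction incubation at room temperature, dark; Detection: resorufin fluorescence at 613 nm.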
SENP6 inh: inhibitors of human SENP6 protease. Q9GZR1. Recombinant SENP6 catalytic domain, aminoluciferin luminescence. inhibition, % at 10 µM. 330,000 compounds, 1.8% hits;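 active means inhibition above about 50% at the single tested dose, limit read from the data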;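 further: plate controls were DMSO wells with enzyme for no effect and DMSO wells lacking enzyme for full effect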
PfGluPho inh: PfG6PD (Plasmodium falciparum) enzyme inhibition | PfGluPho enzyme, NADPH resazurin-diaphorase fluorescence | inhibition, % at 20 µM | AID 504690 | 350,000 compounds, 0.78% hits;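 active means inhibition reaching at least a set limit at 20 µM in the primary screen, cut at about 59% in these data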;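 further: 0% = DMSO wells with substrate and 100% = DMSO wells lacking glucose-6-phosphate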
SENP7 block: inhibitors of human SENP7 protease; 330,000 compounds, 1.5% hits; recombinant SENP7, Z-RLRGG-aminoluciferin luminescence, 40 min; Q9BQF6; inhibition, % at 5 µM; AID 434973;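 active means inhibition above about 50% at the single test dose, limit read from the data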;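 further: plate controls were DMSO with enzyme for no effect and no enzyme buffer wells for full effect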
Target sequence (Q9BQF6 706-1050 limits assumed): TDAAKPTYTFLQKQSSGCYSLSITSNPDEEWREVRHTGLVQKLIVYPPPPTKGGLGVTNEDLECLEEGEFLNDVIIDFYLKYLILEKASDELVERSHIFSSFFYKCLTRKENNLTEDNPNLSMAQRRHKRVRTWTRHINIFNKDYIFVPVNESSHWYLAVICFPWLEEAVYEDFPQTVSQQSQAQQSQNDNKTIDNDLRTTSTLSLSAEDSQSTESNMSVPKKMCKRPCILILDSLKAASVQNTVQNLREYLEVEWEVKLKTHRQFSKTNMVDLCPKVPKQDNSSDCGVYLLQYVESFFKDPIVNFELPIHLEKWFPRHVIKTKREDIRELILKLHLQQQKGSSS
SENP8 block-2: blocks human SENP8 cleavage of Nedd8 substrate; inhibition, % at 20 µM; AID 602440; Q96LD8; recombinant SENP8, Nedd8 substrate fluorescence; 360,000 compounds, 0.64% hits; in the data active means inhibition mostly above about 40%, no sharp cut-off; inactive means mostly below about 27%
UBC13 inh: inhibitors of human UBC13 polyubiquitin chain formation. P61088. TR-FRET. inhibition, % at 20 µM. 330,000 compounds, 0.47% hits. AID 485273; in the data active means inhibition above about 45%, passing the limit was not always enough
Target sequence (P61088 whole entry, looked up): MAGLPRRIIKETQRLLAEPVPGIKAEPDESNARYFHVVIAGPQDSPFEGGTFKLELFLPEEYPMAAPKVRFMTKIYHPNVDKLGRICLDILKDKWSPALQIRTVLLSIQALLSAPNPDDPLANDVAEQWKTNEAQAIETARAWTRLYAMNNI
* = called active by the depositor; i = inactive; nt = no result given.

SMILES	beta cell repl	SENP8 block-1	SENP1 inh	HKDC1 inh	SENP6 inh	PfGluPho inh	SENP7 block	SENP8 block-2	UBC13 inh
CN(CC(=O)Nc1ccccc1Cl)C(=O)COC(=O)CSc1ccc(Cl)cc1	4	-2	5	1	-4	-4	-1	15	19
CSc1ccc(CCNC(=O)c2ccc(CS(=O)Cc3ccccc3Cl)o2)cc1 (stereo not given)	0	5	0	2	7	-9	0	1	6
CC(C)CCn1c(=S)[nH]c2ncccc2c1=O	nt	nt	2	-4	nt	-7	nt	16	nt
CCC(=O)c1ccc(OCC(=O)c2ccc3c(c2)NC(=O)CO3)cc1	2	-2	-1	-7	-22	-4	-7	12	9
Cc1ccc(CN2CN(S(=O)(=O)c3cccs3)c3nc4ccccc4nc32)cc1	-2	-1	-2	4	2	13	2	-239	1
CCC1(CC)NC(=S)NC1=S	nt	nt	0	0	nt	5	nt	11	nt
COc1ccc(S(=O)(=O)N2CCN(C)CC2)cn1	-3	3	0	-2	7	-8	6	2	-2
COCc1cc(/C=N\NC(=O)COc2ccccc2)ccc1OC	1	-8	1	-2	-1	-8	-7	23	-7
Cc1cc(=O)oc2cc3c(cc12)OCCN3	-2	7	-18	9	8	-7	9	i	19
COc1cccc(-c2nc(N3CCC(C)CC3)c3ccccc3n2)c1O	-5	4	-1	-4	19	13	4	18	4
COn1c(=O)c(-c2ccc(Cl)cc2)[n+]([O-])c2ccccc21	1	4	-6	-1	-6	15	3	-127	-4
Cc1ccc(S(=O)(=O)N(C)c2ccc(C(=O)N(C)Cc3nc4ccccc4c(=O)[nH]3)cc2)cc1	-3	-6	0	4	-18	-19	-6	2	1
Cc1ccc(CNC(=O)c2ccc(N3CCC4(CC3)CC(c3ccccc3)=NO4)c(NC(=O)c3ccco3)c2)cc1	-5	1	-1	2	7	10	1	5	-4
O=S(=O)(Nc1cccc(Cl)c1)c1cccc(-n2cnnn2)c1	-2	-19	0	-7	-14	-11	-3	-4	-11
Cc1ccc(CC(=O)OCC(=O)c2ccc[nH]2)cc1C	4	7	1	-4	-9	20	-5	4	-4
Oc1ccccc1/C=N/Nc1cc(N2CCCC2)nc(N2CCCC2)n1	0	14	3	15	49	0	45	58*	-12
CCOC(=O)c1c(/N=C/c2ccc(C)cc2O)sc2c1CCC2	1	-9	-11	-6	-22	3	1	0	-11
O=C(c1ccccc1)N1CCN(CC2CC=CCC2)CC1 (stereo not given)	-1	-2	0	3	-16	-16	-1	29	5
CCNCc1cc([N+](=O)[O-])ccc1OCC	-3	4	-1	-9	-16	3	7	0	-1
Cc1cccc(N2C(=O)N3[C@H]4c5ccccc5OC[C@@H]4[C@@H](c4ccccc4)[C@@]3(C)C2=O)c1	-6	8	0	7	-3	6	-2	10	8
COC(=O)/C(C#N)=C/c1c(N2CCCCCC2)nc2ccccn2c1=O	-3	-4	-25	0	-17	-8	-3	8	-2
CCn1c(C)nc2cc(C(=O)NNC(=S)Nc3ccccc3Cl)ccc21	-1	5	3	-6	42	-10	6	-5	-19
C=CCNc1nc2c(c(=O)[nH]c(=O)n2C)n1CCOc1ccccc1	-2	3	1	3	11	-10	12	15	-3
COc1ccc(NC(C)=O)cc1S(=O)(=O)Nc1ccccc1C(=O)N1CCCC1	2	0	1	-4	2	1	5	2	-10
Cc1noc(C(=O)Nc2ccc(F)c(Cl)c2)c1Cl	-2	18	-1	-1	43	8	38	8	2
Cc1cc(OC(=O)c2ccccc2)c([N+](=O)[O-])c(=O)[nH]1	nt	nt	0	2	nt	-10	nt	16	nt
CC(C)OP(=O)(OC(C)C)C(C)NC(=O)Cc1ccccc1 (stereo not given)	2	-1	-1	-10	-21	8	0	-2	0
O=C(NC(=S)Nc1cc(Cl)ccc1O)c1cccc(Br)c1	-2	-11	3	-1	-17	-27	4	23	-5
CCOC(=O)c1sc(NC(=O)c2cccc(S(=O)(=O)N3CCc4ccccc43)c2)c(C#N)c1C	-6	3	-33	2	3	-11	4	-1	21
CSC1=NSC2=NC(=O)/C(=C/c3coc4ccccc4c3=O)C(=N)N12	nt	nt	-25	2	nt	-7	nt	-422	nt

Rewritten with bars between the fields: six of the compounds above
compound | beta cell repl | SENP8 block-1 | SENP1 inh | HKDC1 inh | SENP6 inh | PfGluPho inh | SENP7 block | SENP8 block-2 | UBC13 inh
CC(C)CCn1c(=S)[nH]c2ncccc2c1=O | nt | nt | 2 | -4 | nt | -7 | nt | 16 | nt
COCc1cc(/C=N\NC(=O)COc2ccccc2)ccc1OC | 1 | -8 | 1 | -2 | -1 | -8 | -7 | 23 | -7
Cc1ccc(S(=O)(=O)N(C)c2ccc(C(=O)N(C)Cc3nc4ccccc4c(=O)[nH]3)cc2)cc1 | -3 | -6 | 0 | 4 | -18 | -19 | -6 | 2 | 1
CSC1=NSC2=NC(=O)/C(=C/c3coc4ccccc4c3=O)C(=N)N12 | nt | nt | -25 | 2 | nt | -7 | nt | -422 | nt
CCn1c(C)nc2cc(C(=O)NNC(=S)Nc3ccccc3Cl)ccc21 | -1 | 5 | 3 | -6 | 42 | -10 | 6 | -5 | -19
O=S(=O)(Nc1cccc(Cl)c1)c1cccc(-n2cnnn2)c1 | -2 | -19 | 0 | -7 | -14 | -11 | -3 | -4 | -11

(listing goes on)
SMILES	beta cell repl	SENP8 block-1	SENP1 inh	HKDC1 inh	SENP6 inh	PfGluPho inh	SENP7 block	SENP8 block-2	UBC13 inh
CC(=O)NCCNS(=O)(=O)c1ccc(C)c([N+](=O)[O-])c1	-1	2	-1	-5	-7	-3	1	14	-10
CCOC(=O)Nc1ccc2c(c1)N(C(=O)CN)c1ccccc1CC2	-5	-6	-2	0	-13	18	-2	7	28
CC(C)CCN1C(N(C)C)=NC[C@@H]1C	-1	-2	0	1	-1	-6	7	12	-2
Clc1ccc(OCc2nc3ccccc3[nH]2)cc1	-4	56*	3	4	72*	7	82*	-3	2
O=C(Nc1nccs1)C1CCN(S(=O)(=O)c2cccnc2)CC1	0	7	2	3	3	-12	2	12	6
COC(=O)/C(=C\Nc1ccc(Cl)cc1Cl)NC(=O)c1ccc(Cl)cc1Cl	-5	-1	-28	-1	-14	-12	-3	-3	-19
CCCc1cc(=O)[nH]c(SCC(=O)NC2CCCCC2)n1	1	-7	2	8	-21	-16	-7	15	-6
O=C(c1cc2ccccc2cc1OCC(O)CN1CCCCC1)N1CCCCC1 (stereo not given)	-2	-14	0	-4	-18	-3	-6	-10	13
COc1cc(NC(=O)Cn2c(-c3cncs3)nc3ccccc32)cc(OC)c1OC	-4	4	0	8	1	-5	0	-8	-3
CCOC(=O)C1CCCN(C(=S)Nc2ccc(F)cc2)C1 (stereo not given)	0	4	4	-15	-2	1	0	10	-1
CCOC(=O)CC(N)c1cccc([N+](=O)[O-])c1 (stereo not given)	-3	-8	2	6	-8	1	-6	11	-12
COCC1CCN(C(=O)c2cc(COc3ccc(F)cc3F)on2)C1 (stereo not given)	2	-3	2	-5	-11	3	-2	18	-1
O=C(/C=C/c1ccccc1[N+](=O)[O-])Nc1ccc(S(=O)(=O)Nc2ncccn2)cc1	4	-1	2	-6	-3	-3	-4	4	-11
Brc1c(OCCOCCn2cncn2)ccc2ccccc12	-3	-2	1	3	-23	4	-2	15	5
COc1ccc(-c2ccccc2)c2oc(-c3ccco3)cc(=O)c12	0	7	nt	2	2	-17	-2	nt	11
O=C(O)c1cc(NC(=O)c2cccc(F)c2)cc(NC(=O)c2cccc(F)c2)c1	-5	-6	-1	-4	-4	8	-20	-5	-9
Cc1cc(C(=O)Nc2ccon2)c(C)o1	-2	-10	-7	2	-39	-2	-9	1	-28
COc1ccc(NC(=O)C(Cc2cc(C)cc(C)c2)C(C)C(=O)O)cc1 (stereo not given)	-1	-2	1	-3	12	-6	9	12	-3
Cc1cc(C)c(C#N)c(SCC(=O)N(CC(C)C)C2CCS(=O)(=O)C2)n1 (stereo not given)	1	-7	-20	-3	-12	7	-6	-1	0
CS(=O)(=O)N(CC(=O)N1CCOCC1)c1cccc(Cl)c1Cl	-2	-5	5	-6	-3	-10	-10	6	-9
O=C(O)CCn1cc(/C=C2/NC(=S)N(c3ccccc3)C2=O)c(-c2ccccc2)n1	0	-5	-44	-6	8	-21	-6	-10	-11
COc1cc(/C=N\n2nnnc2N)ccc1OCc1ccc(F)cc1	0	-6	2	-3	-11	-3	11	-165	17
O=C(Nc1ccccc1)Nc1nnc(Cc2ccc([N+](=O)[O-])cc2)s1	0	6	2	-7	10	0	6	17	7
CC(C)C(C(=O)N1CCN(C(=O)OC(C)(C)C)CC1)n1cc(-c2cn([C@@H](C)C(=O)N3CCN(C(=O)OC(C)(C)C)CC3)nn2)nn1 (stereo not given in full)	-6	2	nt	nt	-4	nt	-2	nt	0
COc1cccc(/C=N/NC(=O)COc2cccc3cccnc23)c1O	-5	2	-4	-4	-7	-33	6	-76	16
Cc1cc(C)cc(OCC(=O)Nc2cccc(C(=O)O)c2)c1	-3	-5	-1	-2	11	-29	32	11	2
Cc1ccc(NC(=S)NN2CCN(C)CC2)c(C)c1	1	8	1	-10	-20	-6	-5	4	-5
CCn1c(Sc2ccc([N+](=O)[O-])cn2)nnc1-c1ccco1	0	-2	1	8	-12	-10	1	-12	-3
Cc1ccc(OCC(=O)N(Cc2ccc(N(C)C)cc2)C2CCS(=O)(=O)C2)cc1 (stereo not given)	2	-3	-3	-1	-19	25	-6	23	-3
COCCn1c(N)c(N(Cc2ccccc2)C(=O)Cc2ccccc2F)c(=O)[nH]c1=O	-2	9	0	-6	29	14	-2	-6	-5
Cc1ccc(C)c(-n2c(SCC(=O)Nc3nonc3C)nnc2-c2ccoc2C)c1	-2	-12	-3	0	-23	3	-4	6	-14
COc1ccccc1N(CN1CCCC1=O)C(=O)c1ccccc1F	4	3	0	10	19	-12	4	25	-3
N=C(N)c1ccc(N=Nc2c(O)ccc3c2[nH]c2ccccc23)cc1	nt	nt	5	32	nt	78*	nt	32	nt
Cc1onc(-c2c(F)cccc2Cl)c1C(=O)OCC(=O)N1C(C)CCCC1C (stereo not given)	2	2	2	-3	24	1	6	9	3
CC(=O)Nc1ccc(S(=O)(=O)N[C@@H](C)C(=O)OCC(=O)Nc2ccc3c(c2)OCCO3)cc1	nt	nt	3	0	nt	1	nt	17	nt
Cc1cccc(NC(=O)CCOc2ccccc2)c1C	0	1	0	-5	-6	-9	0	14	-9
O=C(CN1C(=O)CCC1=O)Nc1ccc(S(=O)(=O)N2CCOCC2)cc1	-1	-6	2	7	-12	-12	3	-1	0
CN(CCOc1ccc(Cl)c(Cl)c1)Cc1ccccc1	1	-8	0	-3	-2	22	8	10	-1
O=C(Nc1nnc(SCC(=O)N2CCCCC2)s1)C1CCCCC1	-2	-5	2	4	4	-20	-13	12	-4
Cc1nonc1C1CCCN1Cc1nc(-c2ccccc2Cl)oc1C (stereo not given)	2	-1	-7	-3	-15	4	2	-22	14
Cc1nc2ccccc2n1-c1ccccc1	-1	-2	1	8	-21	-13	-7	5	-6
COc1ccc(S(=O)(=O)N(C)C[C@@H]2Oc3ccc(NS(C)(=O)=O)cc3C(=O)N([C@@H](C)CO)C[C@H]2C)cc1	0	-11	2	0	-24	-12	-6	-1	-6
COc1ccc2nc(NC(=O)CSc3ccccc3)sc2c1	-4	-9	-2	-3	7	-2	2	10	3
Cc1c(C(=O)NNc2cc(=O)n(C)c(=O)n2C)cccc1[N+](=O)[O-]	-2	2	-75	5	-4	1	0	10	-8
COc1cc(NC(=O)C2CC(=O)NC3=C2C(=O)CC(C)(C)C3)c(OC)cc1Cl (stereo not given)	-3	-1	2	-6	-13	-11	13	11	-3
